Screening results as filed in PubChem.
Bcl-W Bim block: inhibitors of Bim-Bcl-W interaction, human; bead-based flow cytometry, Bim peptide-Bcl-W binding; inhibition, % at 10 µM; actives 0.02% (n = 190,000); AID 952;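 further: 0% = bound tracer without compound and 100% = peptide blocker; higher means less fluorescent Bim peptide bound to Bcl-W beads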
RGS7-Gao reg: human RGS7-Galphao interaction regulation | Multiplexed bead flow cytometry, RGS7-Galphao binding; actives lie on both sides | binding response (% of control), % at 10 µM | actives 0.35% (n = 220,000) | AID 1439; in the data active means binding response below about 49% or above about 150%; inconclusive means no clear call, values can overlap the other calls; inactive means in between;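 further: fluorescent Galphao held in activated GDP-AlF4 state binding bead-coupled RGS7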
Target sequence (P09471 whole entry, looked up): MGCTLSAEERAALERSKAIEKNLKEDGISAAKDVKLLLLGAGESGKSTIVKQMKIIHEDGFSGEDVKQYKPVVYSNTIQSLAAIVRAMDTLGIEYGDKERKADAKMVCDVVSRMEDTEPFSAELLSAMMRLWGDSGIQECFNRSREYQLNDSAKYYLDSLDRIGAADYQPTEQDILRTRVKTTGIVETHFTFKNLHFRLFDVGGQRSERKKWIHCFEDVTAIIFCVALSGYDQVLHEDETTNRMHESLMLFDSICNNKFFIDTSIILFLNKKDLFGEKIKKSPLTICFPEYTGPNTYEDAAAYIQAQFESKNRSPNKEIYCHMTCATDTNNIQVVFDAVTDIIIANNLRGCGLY
Mcl-1 Bim block: human Bim-Mcl-1 interaction inhibition | Bead-based flow cytometry, Bim peptide-Mcl-1 binding | inhibition, % at 10 µM | actives 0.1% (n = 190,000) | AID 1009;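 further: 0% = no compound tracer wells and 100% = peptide blocker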
Target sequence (Q07820 whole entry, looked up): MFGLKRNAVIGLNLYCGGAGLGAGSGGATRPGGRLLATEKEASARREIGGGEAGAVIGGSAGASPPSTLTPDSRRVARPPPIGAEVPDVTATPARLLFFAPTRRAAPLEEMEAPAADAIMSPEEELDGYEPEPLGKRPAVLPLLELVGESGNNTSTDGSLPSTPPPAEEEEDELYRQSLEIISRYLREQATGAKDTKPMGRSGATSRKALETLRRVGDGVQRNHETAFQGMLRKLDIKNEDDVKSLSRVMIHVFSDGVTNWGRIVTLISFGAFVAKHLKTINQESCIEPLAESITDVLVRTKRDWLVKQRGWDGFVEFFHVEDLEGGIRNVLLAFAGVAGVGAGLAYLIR
RGS4-Gao reg: modulates binding of RGS4 to human Galphao; Multiplexed bead flow cytometry; actives lie on both sides; binding response (% of control), % at 10 µM; actives 0.33% (n = 220,000); AID 1415; in the data active means binding response below about 49% or above about 150%; inactive means in between;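 further: fluorescent Galphao activated with aluminum fluoride binding bead-coupled RGS4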
Bfl-1 Bim block: human Bim-Bfl-1 interaction inhibition. actives 0.12% (n = 190,000). Q16548. Bead-based flow cytometry, Bim-Bfl-1 binding inhibition. inhibition, % at 10 µM;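 further: 0% = wells without compound plus tracer and 100% = blocker peptide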
Mcl1 Bid PPI: Mcl-1/Bid interaction inhibition; actives 0.97% (n = 220,000); Q07820; TR-FRET Mcl-1/Bid-Dy647 peptide binding, 1536-well; inhibition, % at 21.7 µM;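 active means compounds that cut the binding signal by more than half at the single screening dose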;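 further: His-tagged Mcl-1 with europium anti-His antibody binding Bid BH3 peptide; 0% = Mcl-1 plus peptide wells and 100% = peptide-only wells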
Bcl-2 Bim block: inhibitors of Bim-Bcl-2 interaction, human. actives 0.06% (n = 190,000). inhibition, % at 10 µM. AID 950. Bead-based flow cytometry, Bim peptide-Bcl-2 binding; in the data active means inhibition above about 40%; inconclusive means no clear call, values can overlap the other calls;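 further: 0% = no compound wells with probe peptide and 100% = reference peptide inhibitor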
GSH fluor: GSH bead compound fluorescence profile. GSH beads flow cytometry, compound fluorescence 488/530 nm; active compounds read high. fluorescence (KMESF) at 10 µM. actives 0.25% (n = 190,000). AID 1776; in the data active means fluorescence above about 89;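 further: glutathione beads carrying GST-tagged Bcl family fusion proteins plus one bare bead set; values are compound well signal with DMSO vehicle wells as background; inactives centre near 16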
RGS8-Gao: modulates binding of RGS8 to human Galphao | response (percent of control binding), % at 10 µM | actives 0.34% (n = 220,000) | multiplexed bead flow cytometry; actives lie on both sides; in the data active means response below about 60% or above about 140%; inactive means in between;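 further: Galphao activated as the GDP aluminium fluoride complex binding bead-coupled RGS8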
Bcl-B Bim block: inhibitors of Bim-Bcl-B interaction, human. bead-based flow cytometry, Bim peptide-Bcl-B binding. inhibition, % at 10 µM. actives 0.073% (n = 190,000);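 further: 0% = tracer peptide without compound and 100% = reference inhibitor peptide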
Target sequence (Q9HD36 whole entry, looked up): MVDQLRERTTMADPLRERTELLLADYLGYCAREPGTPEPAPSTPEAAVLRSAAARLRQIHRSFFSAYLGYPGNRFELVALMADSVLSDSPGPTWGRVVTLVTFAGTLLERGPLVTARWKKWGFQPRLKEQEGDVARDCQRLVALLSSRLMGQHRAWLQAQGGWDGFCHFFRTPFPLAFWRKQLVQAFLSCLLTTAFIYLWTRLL
Bcl-XL Bim block: inhibitors of Bim-Bcl-XL interaction, human | Q07817 | Bim peptide-Bcl-XL binding, bead flow cytometry, fluorescence | inhibition, % at 10 µM | actives 0.04% (n = 190,000)
Starred values were filed as active, the others as inactive; ? = inconclusive. Unless noted, no stated cut-off is given here; in the data, active means inhibition above about 40%.

SMILES	Bcl-W Bim block	RGS7-Gao reg	Mcl-1 Bim block	RGS4-Gao reg	Bfl-1 Bim block	Mcl1 Bid PPI	Bcl-2 Bim block	GSH fluor	RGS8-Gao	Bcl-B Bim block	Bcl-XL Bim block
Cc1nn(CC(=O)NCC2CCCO2)c(C)c1[N+](=O)[O-] (configuration not stated)	-1	99	-1	98	-3	10	-3	14	93	1	0
CC1=NN(c2ccc(N)cc2)C(=O)C1	3	12*	4	35*	0	-45	4	223*	74	13	11
C/C=C(/C)C(=O)O[C@@H]1c2c(ccc3ccc(=O)oc23)O[C@@H]1C(C)(C)OC(=O)/C(C)=C\C	-4	97	-1	100	0	10	-4	17	101	-7	-3
Cc1cccc(N2CCN(C(=O)c3cc(S(=O)(=O)N(C)C)ccc3N3CCCC3)CC2)c1C	-2	113	0	106	1	-13	1	69	102	0	-1
CC/C(C)=N/N1C(=O)c2ccccc2NC1(C)CC (configuration not stated)	-2	99	1	99	2	-51	1	19	100	1	-1
O=C(c1cc(-c2ccc3c(c2)OCO3)on1)N1CCN(c2ccccc2)CC1	-1	99	1	101	-15	-18	-5	24	100	-7	-7
COc1ccc(C2=NN(C(=O)CCC(=O)O)C(c3cccs3)C2)cc1 (configuration not stated)	-1	104	-3	105	0	-4	0	14	104	-3	-2
COc1ccc(C(O)(c2ccccc2OC)C(CN2CCOCC2)c2ccccc2)cc1 (configuration not stated)	-4	?	0	100	-8	-11	-7	16	103	-9	-7
CN(CCC#N)C(=O)COC(=O)c1ccc(Cl)c(S(=O)(=O)N(C)c2ccccc2)c1	1	103	0	101	-5	-17	0	23	108	-1	1
CCC(=O)c1ccc(O)c(CC=C(C)C)c1	-1	97	3	100	0	-44	0	9	100	1	2
O=C(CSCC(=O)OCC(=O)c1ccc(Br)cc1)Nc1cccc2ccccc12	-1	96	-1	97	-2	-23	-3	17	98	-5	-1
CCOc1cc(-c2cc(-c3ccc(N)cc3)nc(N)c2C#N)ccc1O	0	100	2	97	0	-60	2	20	98	1	-1
Nc1ccc(C23CC4CC(CC(C4)C2)C3)cc1	-4	?	-4	103	1	-22	-6	11	103	0	-1
CCOC(=O)c1[nH]cnc1C(=O)Nc1cccc(N)n1	-4	96	0	98	-2	-13	-1	10	98	0	-3
Clc1ccccc1Cn1nnc2c(Nc3ccccc3)ncnc21	-6	101	-10	103	-24	5	-13	30	102	-16	-12
CCCCOC(=O)c1ccc(NC(=O)CSc2nncn2C)cc1	0	91	-1	98	-11	-35	-11	14	97	-10	-6
CCOc1ccc(N(CC(=O)NCc2cccs2)S(=O)(=O)c2c(C)noc2C)cc1	-1	105	-1	104	-10	-13	-6	20	102	-5	-4
COc1cccc(-n2c(SCC(=O)N3CCc4ccccc43)nnc2-c2c[nH]c3ccccc23)c1	-10	99	-4	99	-4	45	-5	14	103	-4	-8
OCCC1CN(Cc2ccc3nonc3c2)CCN1Cc1ccsc1 (configuration not stated)	3	102	0	102	-6	-33	1	11	102	0	-1
Cn1c(=O)cc(OCC(=O)N2CCC(N3CCCCC3)CC2)c2ccccc21	-5	102	-6	103	-4	-16	2	15	102	-2	-5

Reformatted with values ahead of the structure: 6 of the compounds above
Bcl-W Bim block | RGS7-Gao reg | Mcl-1 Bim block | RGS4-Gao reg | Bfl-1 Bim block | Mcl1 Bid PPI | Bcl-2 Bim block | GSH fluor | RGS8-Gao | Bcl-B Bim block | Bcl-XL Bim block | SMILES
0 | 91 | -1 | 98 | -11 | -35 | -11 | 14 | 97 | -10 | -6 | CCCCOC(=O)c1ccc(NC(=O)CSc2nncn2C)cc1
-4 | 97 | -1 | 100 | 0 | 10 | -4 | 17 | 101 | -7 | -3 | C/C=C(/C)C(=O)O[C@@H]1c2c(ccc3ccc(=O)oc23)O[C@@H]1C(C)(C)OC(=O)/C(C)=C\C
-4 | ? | -4 | 103 | 1 | -22 | -6 | 11 | 103 | 0 | -1 | Nc1ccc(C23CC4CC(CC(C4)C2)C3)cc1
-1 | 96 | -1 | 97 | -2 | -23 | -3 | 17 | 98 | -5 | -1 | O=C(CSCC(=O)OCC(=O)c1ccc(Br)cc1)Nc1cccc2ccccc12
-5 | 102 | -6 | 103 | -4 | -16 | 2 | 15 | 102 | -2 | -5 | Cn1c(=O)cc(OCC(=O)N2CCC(N3CCCCC3)CC2)c2ccccc21
-2 | 99 | 1 | 99 | 2 | -51 | 1 | 19 | 100 | 1 | -1 | CC/C(C)=N/N1C(=O)c2ccccc2NC1(C)CC (configuration not stated)

Random excerpt: 2 compounds from above
SMILES	Bcl-W Bim block	RGS7-Gao reg	Mcl-1 Bim block	RGS4-Gao reg	Bfl-1 Bim block	Mcl1 Bid PPI	Bcl-2 Bim block	GSH fluor	RGS8-Gao	Bcl-B Bim block	Bcl-XL Bim block
CCOc1ccc(N(CC(=O)NCc2cccs2)S(=O)(=O)c2c(C)noc2C)cc1	-1	105	-1	104	-10	-13	-6	20	102	-5	-4
CCOc1cc(-c2cc(-c3ccc(N)cc3)nc(N)c2C#N)ccc1O	0	100	2	97	0	-60	2	20	98	1	-1

(further entries)
SMILES	Bcl-W Bim block	RGS7-Gao reg	Mcl-1 Bim block	RGS4-Gao reg	Bfl-1 Bim block	Mcl1 Bid PPI	Bcl-2 Bim block	GSH fluor	RGS8-Gao	Bcl-B Bim block	Bcl-XL Bim block
Cc1ccc2nc(C(F)C(F)(F)F)[nH]c2c1 (configuration not stated)	-1	98	-1	97	-4	-38	-4	10	101	-4	-3
COc1ccccc1NC(=O)Nc1ccc(C(N)=O)cc1	-2	111	-3	106	4	-29	0	11	105	0	-1
Cc1nn(C)c(C(=O)N2CCc3ccccc32)c1Cl	-6	105	-6	102	-9	-12	-1	17	104	-8	-6
c1ccc(Oc2cccc(OCCCn3cncn3)c2)cc1	4	94	0	97	-7	7	0	56	97	-4	-2
O=C(Nc1sc2c(c1C(=O)O)CCCCC2)c1ccco1	0	102	-4	96	-20	2	-6	26	100	-4	-5
CCOC(=O)C1CCCN(c2c(N3CCC(N4CCCCC4)CC3)c(=O)c2=O)C1 (configuration not stated)	0	101	0	103	-6	-23	-4	19	105	-4	-2
Cc1nnc(N2CCCCC2)c2ccccc12	-4	98	0	104	-14	-20	-4	4	101	-5	-4
Cc1ccc(NC2(C#N)C(=O)Nc3ccccc32)cc1 (configuration not stated)	-1	94	-5	97	-4	-27	-3	21	95	-2	-1
O=C(NC(=S)Nc1nc2c(s1)CCCC2)c1ccccc1	0	102	0	99	1	2	-1	8	99	4	0
COc1ccc(SCC(=O)Nc2ccccc2Cl)cc1	0	96	0	94	-4	-20	0	14	96	-3	-2
CCOc1ccc(C2C(C(=O)O)c3ccccc3C(=O)N2CCN2CCOCC2)cc1 (configuration not stated)	0	97	-1	96	-2	-31	-3	4	102	0	-4
COC(CNC(=O)[C@H](CSCc1ccccc1)N1Cc2ccccc2C1=O)OC	1	98	-1	102	-2	-4	0	12	103	0	0
COCc1cc(C)nc2oc(C(=O)c3ccccc3)c(N)c12	-1	?	0	101	-3	-37	2	20	103	-1	0
COn1c(-c2ccccc2)nc2ccc(Cl)cc21	-1	88	0	88	-3	-19	0	27	93	0	0
Cc1ccc(C)c(NC(=O)COC(=O)c2ccc3c(c2)OCO3)c1	0	?	-2	93	-5	-10	-4	16	98	-4	-1
CC(C)(C)c1nnc2sc(SCC(=O)N3CCCc4ccccc43)nn2c1=O	0	106	2	98	-8	-31	-5	51	96	-5	-7
Cc1cc(C)n(-c2nc(NCC(C)O)c3c4c(sc3n2)CCCC4)n1 (configuration not stated)	-2	100	-4	101	0	-9	2	24	103	0	0
CCN(c1ccccc1)S(=O)(=O)c1ccc(NC(=S)NC(=O)c2cccs2)cc1	-5	99	-3	94	-3	-29	-2	26	100	-4	-2
Cc1cc(Br)ccc1SCC(=O)Nc1cccnc1	0	83	0	86	-1	4	1	12	93	-2	0
COc1ccccc1-c1c(C#N)c(SCC(=O)N2CCCC2)nc(C)c1C(N)=O	-5	102	-7	98	-15	-13	-7	30	97	-19	-10
c1ccc(-c2cc3c(N4CCCCC4)ncnc3s2)cc1	-1	102	0	99	-4	0	-1	17	99	-3	0
Cc1ccc(COC(=O)CCc2nc3ccccc3c(=O)[nH]2)cc1	1	94	2	94	-2	-8	2	14	79	0	-2
CCCCCCCC[n+]1cccc(C(=O)N(CC)CC)c1	-4	106	-5	106	0	-7	-2	4	110	-10	-4
CCCNC(=S)NC1CCCC1	-6	90	-3	86	-13	-16	-7	12	95	-12	-10
Cc1ccc(NS(=O)(=O)c2ccc(NC(=O)C(C)Sc3ccc(Cl)cc3)cc2)c(C)c1 (configuration not stated)	-4	102	-4	98	-16	-3	-14	9	103	-8	-8
O=C1c2ccccc2C(Nc2ccc(S(=O)(=O)N3CCOCC3)cc2)N1c1ccccn1 (configuration not stated)	8	81	-1	69	4	-15	4	21	83	16	9
COCCN(CCOC)Cc1c(C)[nH]c2ccccc2c1=O	-2	103	0	101	-6	-19	-7	14	101	-6	-1
COc1ccc(NC(=O)Nc2ccc(Br)cn2)cc1	0	?	0	103	-5	-19	-2	20	101	-1	1
COc1ccc(CCNC(=O)C2CCN(S(=O)(=O)c3cnc[nH]3)CC2)cc1OC	1	100	0	102	-19	-25	-10	23	100	-6	-5
NC(=O)c1ccccc1NC(=S)NC(=O)c1ccc(Br)o1	-2	108	-1	103	-1	-17	0	6	101	-4	-3
O=C(c1ccc(S(=O)(=O)N2CCOCC2)cc1)N1CCN(c2ccccc2F)CC1	2	95	-2	97	-10	-28	-9	39	101	-7	6
CC1CCCC(n2c(=S)[nH]c3ccccc3c2=O)C1C (configuration not stated)	-2	103	-3	103	-3	-27	-3	19	103	-4	0
CC1=CC(=O)C=CC1(C)C(Cl)Cl (configuration not stated)	-1	96	0	102	0	-9	-2	8	101	-1	0
Cc1cc(C)cc(OCC(=O)N/N=C/c2ccc([N+](=O)[O-])o2)c1	2	102	-2	100	-5	-48	-4	17	101	-1	-2
NC(=O)CNC(=O)[C@@H]1CC2(CC(c3ccccc3)=NO2)CN1C(=O)c1ccc(Br)cc1 (some centres not stated)	0	102	0	101	0	-6	2	9	102	1	-1

Some values from the entries so far:
Cc1nn(CC(=O)NCC2CCCO2)c(C)c1[N+](=O)[O-] (configuration not stated) in Bcl-XL Bim block shows 0
Cc1cc(C)cc(OCC(=O)N/N=C/c2ccc([N+](=O)[O-])o2)c1 in Bcl-XL Bim block shows -2
NC(=O)c1ccccc1NC(=S)NC(=O)c1ccc(Br)o1 in Bcl-B Bim block shows -4
